Screening data from PubChem BioAssay.
NPY-Y2 PAM-ag – human NPY-Y2 potentiation or agonism, primary screen | AID 1359 | P49146 | activation, % at 3.6 µM | cells expressing NPY-Y2, potentiator/agonist read-out | 0.45% of 220,000 active; in the data active means activation above about 27%;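 further: cells stimulated with NPY near EC25 plus isoproterenol at EC100; 0% = vehicle plus submaximal agonist and 100% = vehicle plus saturating agonist; some results beyond the cut were filed as inactive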
Target sequence (P49146 whole entry, looked up): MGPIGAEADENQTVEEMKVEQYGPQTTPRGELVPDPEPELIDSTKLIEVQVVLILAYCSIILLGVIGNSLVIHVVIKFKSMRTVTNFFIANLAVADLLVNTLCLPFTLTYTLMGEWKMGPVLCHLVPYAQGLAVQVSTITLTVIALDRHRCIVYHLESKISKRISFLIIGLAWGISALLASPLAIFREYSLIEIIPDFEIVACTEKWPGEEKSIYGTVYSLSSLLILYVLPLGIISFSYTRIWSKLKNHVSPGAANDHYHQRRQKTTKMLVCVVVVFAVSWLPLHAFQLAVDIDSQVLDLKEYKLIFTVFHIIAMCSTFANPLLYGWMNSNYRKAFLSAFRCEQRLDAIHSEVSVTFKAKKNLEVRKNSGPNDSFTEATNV
TRPML3 agonist – human mucolipin-3 channel agonism; HEK293 TRPML3-YFP, Fluo-8 calcium fluorescence; 100% = the carbachol control signal; activation, % at 3 µM; 0.29% of 220,000 active;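 active means activation above its plate's cutoff, the mean activation of the plate's test wells plus 3 SD, cut at about 12% in these data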;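 further: 0% = DMSO only wells and 100% = carbachol wells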
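Test system – HEK293 line with stable expression of human TRPML3-YFP channel · Control set – carbachol 87 µM final as high control (100%), DMSO as low control (0%) · Signal – Fluo-8 calcium dye fluorescence, ex 470-495, em 515-575 nm · Incubation – 1-h 37 °C dye load, 5-s basal, 120-s post-compound reads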
EP2 modulator – modulates human prostaglandin E2 receptor EP2 signaling | P43116 | EP2-expressing cells, cAMP HTRF FRET, PGE2 co-stimulation | induction, % at 25 µM | 0.83% of 260,000 active;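 active means compounds whose cAMP rise, as percent of the full-agonist control response, exceeds 60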;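 further: rat C6 glioma line stably carrying human EP2 under a CMV promoter; the protocol text gives 20 µM as final concentration; 100% = response of wells given 1 µM PGE2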
NPY-Y1 PAM-ag – human NPY-Y1 potentiation or agonism, primary screen | NPY-Y1 expressing cells, potentiator/agonist activation | 0.37% of 220,000 active | AID 1304 | activation, % at 3.6 µM; in the data active means activation above about 33%, passing the limit was not always enough;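 further: cells stimulated with NPY at EC10 then isoproterenol at EC100; 0% = low agonist plus stimulus and 100% = saturating agonist plus stimulus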
Target sequence (P25929 whole entry, looked up): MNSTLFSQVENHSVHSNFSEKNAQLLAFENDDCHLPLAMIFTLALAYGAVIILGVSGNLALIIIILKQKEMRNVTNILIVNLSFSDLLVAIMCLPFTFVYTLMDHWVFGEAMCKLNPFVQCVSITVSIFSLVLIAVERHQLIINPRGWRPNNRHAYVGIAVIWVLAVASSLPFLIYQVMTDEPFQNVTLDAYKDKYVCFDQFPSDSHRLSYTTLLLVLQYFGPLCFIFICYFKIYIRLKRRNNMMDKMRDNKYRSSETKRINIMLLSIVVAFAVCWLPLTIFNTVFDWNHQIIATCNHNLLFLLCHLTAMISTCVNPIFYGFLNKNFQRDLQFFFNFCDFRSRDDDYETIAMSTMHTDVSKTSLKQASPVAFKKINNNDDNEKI
S1P4 agonist – human S1P4 receptor agonism; 0.35% of 220,000 active; O95977; activation, % at 4.98 µM; S1P4-expressing cell line, agonist reporter assay; in the data active means activation above about 11%;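 further: 0% = DMSO vehicle and 100% = reference agonist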
CHOP inh – inhibitors of CHOP induction in ER stress response | CHO-K1 CHOP-promoter luciferase, tunicamycin-induced, 15-18 h | inhibition, % at 10 µM | 3.8% of 220,000 active;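 active means compounds that reduced the stress-induced luciferase reporter signal by more than about 70% of percent inhibition, limit read from the data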;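 further: 0% = tunicamycin plus vehicle and 100% = wells without tunicamycin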
TRPN1 ag – agonists of zebrafish TRPN1 channel; activation, % at 3 µM; HEK293 zebrafish TRPN1-YFP, Fluo-8 calcium fluorescence; 100% = response to 87 µM carbachol; 0.18% of 220,000 active;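 active means activation above its plate's cutoff, the mean activation of test wells on that plate plus 3 SD, cut at about 19% in these data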;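 further: 0% = DMSO alone and 100% = 87 µM carbachol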
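Assay system: Zebrafish TRPN1-YFP in HEK293 cells | Incubation: Dye loading 1 h at 37 °C, then 30 min room temperature | Measured by: Kinetic Fluo-8 fluorescence, ex 470-495, em 515-575 nm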
NPY-Y1 antag – antagonists of human neuropeptide Y receptor Y1 | 1% of 200,000 active | HEK293-CNG Y1 cells, membrane potential fluorescence; NPY at EC95, then isoproterenol | AID 1040 | inhibition, % at 3.6 µM;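 active means inhibition above the campaign mean inhibition of all tested compounds plus 3 SD, cut at about 20% in these data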;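 further: 0% = DMSO wells given NPY plus isoproterenol and 100% = isoproterenol alone without NPY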
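Material: Y1- and CNG-channel-expressing HEK293 cells / Probe or stimulus: NPY 25 nM then isoproterenol 1 µM plus Ro 20-1724 25 µM / Doses: 3.6 µM single dose, DMSO 0.4% / Schedule: compound incubation 1 h at room temperature, readout 45 min post-stimulation / Signal: membrane potential fluorescence / Benchmarks: isoproterenol-only wells as full block versus NPY-plus-isoproterenol wells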
S1P4 antag – antagonists of human S1P4 receptor. O95977. S1P4-expressing cells, antagonist mode, reporter read-out. inhibition, % at 4.98 µM. 0.26% of 220,000 active; in the data active means inhibition above about 29%;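 further: 0% = wells stimulated with agonist and 100% = vehicle wells without agonist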
An asterisk follows results filed as active; x = no result given; & = joins results of further samples.

SMILES	NPY-Y2 PAM-ag	TRPML3 agonist	EP2 modulator	NPY-Y1 PAM-ag	S1P4 agonist	CHOP inh	TRPN1 ag	NPY-Y1 antag	S1P4 antag
CCNC(=O)CC1C(=O)N(c2ccc(F)cc2)C(=S)N1CCc1ccncc1 (stereo not drawn)	9	0.6	29	4	0.3	4	-1.9	0	-2
Cc1ccccc1OCC(=O)Nc1cccc(N(C)S(C)(=O)=O)c1	1	0.9	-11	-12	1.2	9	2.1	2	-9
COC(=O)CSc1nnc(C)n1-c1cccc(C#N)c1	-1	0.4	-43	7	-0.5	30	0.5	10	0
CC1CCCc2sc3nc(NCc4ccco4)n4ncnc4c3c21 (stereo not drawn)	-38	-0.4	6	-25	0.1	67	-1.0	39*	-4
CC(C)OCC(O)CS(=O)(=O)Cc1ccccc1 (stereo not drawn)	6	0.4	14	7	-3.0	-7	-1.2	-3	10
O=C(CCC(=O)c1ccc(F)cc1)Nc1cccc(C(F)(F)F)c1	-6	0.5	20	-10	2.1	51	-0.5	3	4
O=C(/C=C/c1ccc([N+](=O)[O-])cc1)NCc1cccnc1	2	0.6	-8	29	-1.1	-22	-0.1	0	-9
FC(F)(F)c1ccc(N=Cc2sc(N3CCOCC3)nc2-c2ccccc2)cc1	1	0.4	34	-3	0.2	32	0.3	1	-4
CCOc1ccccc1N1CCN(c2nc3ccccc3nc2C(C#N)C(=O)OC)CC1 (stereo not drawn)	-13	0.5	52	3	1.0	17	-0.4	1	-3
COc1ccc(NC(=O)CN(C)CC(=O)Nc2cccc(S(=O)(=O)N(C)c3ccccc3)c2)cc1	-3	-0.9	-14	-21	1.9	52	0.0	-2	0
CCCCn1c(NCc2ccccc2NS(=O)(=O)c2ccc(C)cc2)nc2ccccc21	-2	0.8	24	-21	8.2	12	0.2	5	-14
O=[N+]([O-])c1ccc(N/N=C\c2cccnc2)nc1	6	0.3	-2	0	2.0	-18	2.0	4	4
O=C(CN1C(=O)c2cccc3cccc1c23)NCc1ccc2c(c1)OCO2	-19	-0.1	-25	-12	2.6	-11	0.0	6	-18
C=CCSc1nnc(-c2c[nH]c3ccccc23)n1CC	-7	0.4	7	-9	1.8	16	2.8	2	1
O=C(c1cccc(C(F)(F)F)c1)N(c1ccccn1)C1CCCCC1	-2	1.7	51	2	-0.9	60	-1.9	4	-10
Cc1nc(N)[nH]c(=O)c1Oc1cccc(C(F)(F)F)c1	1	0.9	22	-7	0.2	-7	0.2	x	9
Nc1nonc1-n1nnc(C(=O)O)c1-c1cccs1	-6	0.2	20	-6	0.9	7	1.9	5	-15
CCNc1nc(SCCOc2ccc(Cl)cc2Cl)nc(N(C)C)n1	5	1.1	38	-2	-0.7	91*	1.7	2	-24
CCN(CC)CCCNC(=O)CN1C(=O)CSc2ccc(S(=O)(=O)N3CCOCC3)cc21	2	0.8	14	-17	-1.2	-27	-1.2	4	5
Cc1cnc(C(=O)OCC(=O)N2CCc3ccccc3C2)cn1	17	0.8	18	9	1.8	7	1.4	-3	-29
Clc1ccccc1-c1nc2nc3ccccc3nc2n1-c1ccc2c(c1)OCO2	24	0.2	5	-3	-1.5	0	0.6	4	-19
COc1ccc(C2CCCN2C(=S)Nc2ccccc2C)cc1OC (stereo not drawn)	3	0.6	-11	2	-0.4	27	0.6	6	-11
CC(C)(C)NC(=O)CN(C(=O)CNC(=O)c1cccs1)c1ccc2c(c1)OCCO2	-7	-0.2	11	-3	0.3	-58	0.0	5	-13
CCOCCCNC(=O)CSCc1nc(-c2ccc(SC)cc2)oc1C	-17	1.7	-11	-10	-2.0	49	2.0	-2	-8
COc1ccc(N2C(=O)CC(N(CCc3ccc(S(N)(=O)=O)cc3)C(=S)Nc3ccccc3)C2=O)cc1 (stereo not drawn)	12	0.5	-32	28	-1.1	-9	1.1	x	10
SMILES	NPY-Y2 PAM-ag	TRPML3 agonist	EP2 modulator	NPY-Y1 PAM-ag	S1P4 agonist	CHOP inh	TRPN1 ag	NPY-Y1 antag	S1P4 antag
CN(C)CCNCc1ccccc1OC1CCCC1	-17	0.5	12	-19	-0.3	-8	-0.1	6	-1
COc1cccc(/C=N/NC(=O)c2cnccn2)c1	-13	0.1	-6	9	-0.7	-39	0.5	4	-12
CC(=O)Nc1nc(NC(=O)C(Cl)(Cl)Cl)n(-c2ccccc2)n1	4	0.6	-6	0	0.1	-8	0.6	x	2
O=c1c(C(c2ccccc2)c2c(O)nc3n(c2=O)CCS3)c(O)nc2n1CCS2	7	0.0	18	-42	0.9	-2	-1.8	-3	5
Cc1ccc(Sc2c(C)nn(C(=O)c3cccc(S(=O)(=O)N4CCOCC4)c3)c2C)cc1	-17	-0.3	0	-17	-0.1	15	-0.4	6	2
O=C(CNC(=S)N(Cc1ccccc1)Cc1ccccc1F)NCCc1ccc(Cl)cc1	13	0.6	17	19	-0.7	55	3.7	-9	13
Cc1nc2scc(-c3ccccc3)c2c(=O)o1	15	-0.9	-6	10	2.2	22	-0.9	-2	-1
CC12CCC(C(=O)N(NC(=O)c3ccc(O)cc3)C1=O)C2(C)C (stereo not drawn)	6	-0.5	0	2	1.7	-7	0.5	0	-3
O=C(CCSCCc1ccccn1)Nc1cccc([N+](=O)[O-])c1	0	1.8	-46	0	1.5	4	3.5	-1	2
COc1cccc(-c2csc(N3CCN(C(=S)Nc4ccc(Cl)cc4)CC3)n2)c1	9	0.6	-20	10	1.2	71*	0.4	-5	-18
CCOC(=O)Cc1csc(NC(=O)C(CC(C)C)NC(=O)C2CCCCC2)n1 (stereo not drawn)	-1	0.1	10	-15	-0.5	9	-1.8	10	-3
O=C(CSc1ccc2ccccc2n1)NCc1ccc2c(c1)OCO2	-17	0.3	10	-5	0.2	41	-1.7	10	-12
O=C(NCc1ccc(-c2csnn2)cc1)c1cccs1	-15	-0.7	-4	11	0.9	11	1.0	x	-2
C/C(Cn1cnc([N+](=O)[O-])n1)=N\NC(=O)c1ccc(F)cc1	5	-0.2	9	-3	1.4	41	0.9	3	-23
COc1ccc([N+](=O)[O-])cc1NC(=O)CC(C)c1ccccc1 (stereo not drawn)	-2	-1.1	-6	0	-1.3	-15	-0.6	5	1
CN(C(=O)COC(=O)CNC(=O)CNC(=O)c1ccc(Cl)cc1Cl)c1ccccc1	-15	1.2	18	2	0.5	13	0.2	5	0
O=C(C1CCN(Cc2ccc(Cl)cc2)CC1)N1CCN(C(c2ccccc2)c2ccccc2)CC1	-4	0.4	12	-28	-2.4	48	1.9	3	0
O=C(Nc1ncc(Cc2cc(Cl)ccc2Cl)s1)c1ccc([N+](=O)[O-])cc1	-2	0.3	25	4	0.2	46	1.0	0	-7
CN(C)S(=O)(=O)N(Cc1ccc(Br)cc1)c1ccccc1	-10	0.0	18	-5	1.6	30	-1.0	7	21
O=C(NCc1ccccn1)c1cc(-c2ccc(Br)cc2)nc2ccccc12	8	0.9	38	1	0.6	43	1.2	-4	7
CCOC(=O)CNC(=O)CNC(=O)Cn1ccc2ccccc2c1=O	-4	1.0	9	10	0.2	32	0.4	2	-15
Cc1cc(N(C)NC(=S)Nc2ccccc2)nc(C)n1	9	0.5	8	0	1.4	4	-0.5	5	-25
O=S(=O)(O)c1nc2ccccc2n1Cc1ccc(Cl)cc1Cl	-9	0.2	38	-1	0.2	-9	-0.4	-2	-9
Cc1ccc(Nc2nc3ccccc3nc2Nc2c(C)n(C)n(-c3ccccc3)c2=O)cc1	-8	0.6	32	-2	2.2	-3	0.1	12	4
Cc1ccc(NC(=O)CCc2nc3ccccc3[nH]2)cc1C	-1	0.0	-53	-11	-0.3	18	0.0	x	2

At a glance, some entries already given.
SMILES	NPY-Y2 PAM-ag	TRPML3 agonist	EP2 modulator	NPY-Y1 PAM-ag	S1P4 agonist	CHOP inh	TRPN1 ag	NPY-Y1 antag	S1P4 antag
COc1cccc(/C=N/NC(=O)c2cnccn2)c1	-13	0.1	-6	9	-0.7	-39	0.5	4	-12
CC(=O)Nc1nc(NC(=O)C(Cl)(Cl)Cl)n(-c2ccccc2)n1	4	0.6	-6	0	0.1	-8	0.6	x	2
O=c1c(C(c2ccccc2)c2c(O)nc3n(c2=O)CCS3)c(O)nc2n1CCS2	7	0.0	18	-42	0.9	-2	-1.8	-3	5
Cc1ccc(Sc2c(C)nn(C(=O)c3cccc(S(=O)(=O)N4CCOCC4)c3)c2C)cc1	-17	-0.3	0	-17	-0.1	15	-0.4	6	2

Following part.
SMILES	NPY-Y2 PAM-ag	TRPML3 agonist	EP2 modulator	NPY-Y1 PAM-ag	S1P4 agonist	CHOP inh	TRPN1 ag	NPY-Y1 antag	S1P4 antag
O=S(=O)(/C=C/c1ccccc1)Nc1cccc(S(=O)(=O)NC2=NCCC2)c1	4	0.5	19	2	0.5	23	1.3	0	-13
COc1nccnc1NS(=O)(=O)c1ccc(NC(=S)NC(=O)c2ccc(F)cc2)cc1	-5	0.3	-107&-83	6	0.8	22	-0.6	-5	-14
COc1ccc(C(c2nnnn2C2CCCC2)N2CCC(C(N)=O)CC2)c(OC)c1 (stereo not drawn)	-4	0.5	0	2	0.2	10	-0.1	1	-4
O=C(NCN1C(=O)C2C3C=CC(C3)C2C1=O)OC1CCCCC1 (stereo not drawn)	-14	0.6	15	17	-1.4	26	0.1	-5	12
O=C1NCCN1CCNS(=O)(=O)c1ccc2ccccc2c1	-7	0.7	-26	13	0.6	-6	1.0	3	2
CCC(=O)N(C)/C=C1\Sc2ccccc2C1=O	-15	0.3	x	32	0.8	x	-0.6	-4	10
Cc1c(Br)c([N+](=O)[O-])nn1CC(=O)NCc1ccccc1	-15	0.3	-25	2	1.2	5	-0.9	6	-16
O=C(O)c1cc(-c2ccco2)[nH]n1	10	0.7	12	-6	0.1	12	0.9	4	-17
CC1CCCCN1S(=O)(=O)c1ccc(S(=O)(=O)N2CCN(c3ccccc3)CC2)cc1 (stereo not drawn)	1	0.2	4	9	0.0	40	0.2	1	-6
CCNC(=O)CC1C(=O)N(c2ccc(C)cc2)C(=O)N1Cc1ccccn1 (stereo not drawn)	13	0.8	0	-30	-2.1	-2	0.5	-3	3
CN(C)/C=N/c1[nH]ncc1C#N	-3	0.1	5	6	0.8	19	0.5	-1	-14
Cn1c(SCc2ccccc2)nnc1-c1ccco1	-7	0.7	-21&-23	3	-0.7	-24	1.6	1	-2
CCN1C(=O)N(CC)C2C1N(CO)C(=O)N2CO (stereo not drawn)	4	1.7	9	8	3.3	-6	0.2	4	-26
Cc1ccc(OC(C)C(=O)N=Nc2c(O)[nH]c3ccc([N+](=O)[O-])cc23)cc1 (stereo not drawn)	9	0.1	-59	20	0.3	3	-2.1	-1	-13
CSc1ccc(/C=N/NC(=O)CN2CCN(Cc3ccccc3Cl)CC2)cc1	-15	0.2	-19	-1	1.7	12	0.4	8	-3
O=C(NNC1=NCCC1)c1cccc(S(=O)(=O)N2CCCCC2)c1	-2	0.6	3	9	0.4	-5	1.0	-1	-7
O=C(NCc1cccnc1)c1ccc(CS(=O)(=O)c2ccc(Br)cc2)o1	14	-0.2	-8	9	0.3	62	2.1	-4	-18
Fc1ccc(C2c3cccn3CCN2C(=S)Nc2cccc(Br)c2)cc1 (stereo not drawn)	11	1.0	-81	8	-0.8	1	0.9	-3	6
